TexasRed fluor: Total Fluorescence Counterscreen for Inhibitors of the Interaction of Thyroid Hormone Receptor and Steroid Receptor Coregulator 2; TRb/SRC2 Texas Red total fluorescence interference; AID 1479, 2009; Potency, µM (top dose mostly 106 µM), for inactives: at the top dose fluorescence change, negative = quenching; 280,000 compounds, 0.29% hits; active means well fitted curve in either direction with a large enough effect; inconclusive means small, poorly fitted or top-dose-only effect
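Human TRβ ligand-binding domain (0.6 uM) and Texas Red SRC2 peptide (20 nM) in Tris buffer with 1 uM T3 and 5% DMSO were incubated with pinned compound for 5 hr at ambient temperature. Total fluorescence was computed as S + 2P (555/632 nm).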
Tau fibril ThT: qHTS for Inhibitors of Tau Fibril Formation, Thioflavin T Binding; Microtubule-associated protein tau (Homo sapiens), P10636; recombinant tau K18 P301L, heparin-induced fibrillization, ThT fluorescence; Potency, µM (doses to about 57.4 µM), inactives show at the highest dose activity, negative = inhibition, actives largely listed as inhibitors; 270,000 compounds, 2.1% hits; AID 1460, 2008; further: nearly all actives have a fitted effect of over 55% in size
Target sequence (P10636 561-689 P618L limits assumed): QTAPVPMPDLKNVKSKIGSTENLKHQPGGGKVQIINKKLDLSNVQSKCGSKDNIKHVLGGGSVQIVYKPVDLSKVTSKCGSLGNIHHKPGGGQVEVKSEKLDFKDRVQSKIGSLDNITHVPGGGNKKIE
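ThT emission at 510 nm, taken 1 hr after adding 30 uM dye, quantifies aggregates formed when 20 uM heparin acts on human tau K18 P301L for 6 hr at 37 C.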
TRb SRC2 PPI: qHTS for Inhibitors of the Interaction of Thyroid Hormone Receptor and Steroid Receptor Coregulator 2; TRbeta-SRC2 peptide binding, fluorescence polarization; receptor liganded with 1 µM T3; Potency, µM (titrated, usually from 106 µM), without a hit: top-dose activity change, negative = inhibition, most hits filed as inhibitors; 280,000 compounds, 0.065% hits; AID 1469, 2008;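 further: plate controls were bound peptide for no effect and peptide without receptor for full effect; nearly all actives have a fitted effect of over 50% in size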
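TRb LBD 0.6 uM + Texas Red SRC2 peptide 20 nM, 1 uM T3, Tris buffer w/ 5% DMSO; compound pinned, 5 h RT; FP read ex 555/em 632; normalized to unbound and bound controls.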
RECQ1 helicase: qHTS Assay for Inhibitors of RecQ-Like Dna Helicase 1 (RECQ1) | RECQ1 DNA unwinding, red fluorescence kinetic read | 240,000 compounds, 0.54% hits | AID 2549, 2010 | Potency, µM (series often up to 57.3 µM), for inactives: at the highest dose activity, negative = inhibition, usual class: inhibitors;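 further: plate controls were vehicle for no effect and no enzyme for full effect; nearly all actives have a fitted effect of over 30% in size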
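RECQ1T1 50 nM; forked duplex (20 bp + 30-nt ss tails) 200 nM, ATP 2 mM final; pH 8.0, 2 mM MgCl2, 2.5 ug/ml poly(dI-dC); 15 min compound preincubation; discontinuous kinetic read over 2 h at RT.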
JMJD2E inh: qHTS Assay for Inhibitors of Human Jumonji Domain Containing 2E (JMJD2E); JMJD2E catalytic domain, FDH-coupled NADH fluorescence (FDH is formaldehyde dehydrogenase); Potency, µM (series often up to 57.1 µM), for inactives: top-dose activity change, negative = inhibition, usual class: inhibitors; 230,000 compounds, 1.6% hits; AID 2147, 2009; active means well fitted inhibition curve with a large enough effect, not every such curve was filed as active; inconclusive means small, poorly fitted or top-dose-only effect, or another doubt; inactive means no such curve, though single readings can be large or run the other way;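 further: 0% = wells with enzyme and -100% = buffer wells without enzyme; nearly all actives have a fitted effect of over 50% in size; many of its hits are not listed in these tables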
Tau fibril FP: qHTS for Inhibitors of Tau Fibril Formation, Fluorescence Polarization. 280,000 compounds, 0.39% hits. Microtubule-associated protein tau (Homo sapiens), P10636. Potency, µM (doses to about 57.7 µM), for the others: at the highest dose activity, negative = inhibition, usual class: inhibitors. K18 P301L tau heparin fibrillization, Alexa594 FP, 6 h. AID 1468, 2008; further: nearly all actives have a fitted effect of over 55% in size
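K18 P301L tau (15 uM unlabeled/0.24 uM Alexa 594-labeled, final) + compound + heparin 20 uM final; 100 mM NaOAc pH 7; 6 hr 37 C; ThT 30 uM final added, 1 hr RT; FP ex 555/em 632 nm.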
GoLoco inh red: qHTS Assay for Inhibitors of RGS12 GoLoco Motif Activity (Red Fluorophore); Guanine nucleotide-binding protein G(i) subunit alpha-1 (Homo sapiens), P63096; AID 880, 2007; 230,000 compounds, 0.44% hits; Gai1:RGS12 GoLoco peptide FP, rhodamine, 10 min; Potency, µM (top dose mostly 61.6 µM), for inactives: at the top dose activity, negative = inhibition, most hits filed as inhibitors; active means well fitted inhibition curve with a large enough effect, not every such curve was filed as active; inactive means no such curve, though single readings can be large or run the other way; further: nearly all actives have a fitted effect of over 30% in size; many of its hits are not listed in these tables
L3MBTL1 inh: qHTS Assay for the Inhibitors of L3MBTL1; Lethal(3)malignant brain tumor-like protein 1 (Homo sapiens), Q9Y468; AlphaScreen L3MBTL1–H3K9me1 peptide binding; Potency, µM (titrated, usually from 57.1 µM), for the others: at the top dose activity, negative = inhibition, usual class: inhibitors; 230,000 compounds, 0.66% hits; AID 485360, 2010; further: nearly all actives have a fitted effect of over 60% in size
Target sequence (Q9Y468 whole entry, looked up): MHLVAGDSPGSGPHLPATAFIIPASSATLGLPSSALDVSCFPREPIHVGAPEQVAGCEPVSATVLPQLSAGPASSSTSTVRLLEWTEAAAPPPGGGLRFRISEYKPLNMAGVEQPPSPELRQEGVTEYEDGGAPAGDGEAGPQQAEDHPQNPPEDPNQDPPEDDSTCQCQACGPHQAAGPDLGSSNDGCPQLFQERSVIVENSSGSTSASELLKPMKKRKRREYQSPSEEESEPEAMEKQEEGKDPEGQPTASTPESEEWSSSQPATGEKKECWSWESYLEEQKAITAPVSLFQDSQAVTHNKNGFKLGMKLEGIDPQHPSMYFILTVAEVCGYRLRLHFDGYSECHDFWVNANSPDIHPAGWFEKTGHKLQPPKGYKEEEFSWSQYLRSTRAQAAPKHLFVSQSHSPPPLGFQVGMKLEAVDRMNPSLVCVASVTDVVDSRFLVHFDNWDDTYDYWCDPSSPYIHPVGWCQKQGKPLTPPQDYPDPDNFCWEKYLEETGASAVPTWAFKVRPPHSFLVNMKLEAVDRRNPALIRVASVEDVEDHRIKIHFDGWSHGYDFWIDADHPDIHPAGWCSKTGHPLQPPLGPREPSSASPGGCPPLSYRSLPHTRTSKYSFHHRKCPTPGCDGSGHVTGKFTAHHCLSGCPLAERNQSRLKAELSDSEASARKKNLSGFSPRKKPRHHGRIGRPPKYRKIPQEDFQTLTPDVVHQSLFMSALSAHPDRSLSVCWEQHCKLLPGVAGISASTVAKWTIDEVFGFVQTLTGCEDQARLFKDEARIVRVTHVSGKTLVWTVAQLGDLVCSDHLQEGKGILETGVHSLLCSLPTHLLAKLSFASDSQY
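First, the protein-peptide complex forms for 30 min at room temperature (L3MBTL1 50 nM, biotinylated H3K9me1 peptide 75 nM). Next, compounds are pin-transferred and incubated 30 min. Finally, AlphaScreen beads are added and read after 30 min.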
* = called active by the depositor; i = inactive; u = inconclusive; x = no result given; [ ] = dose if it differs, or a comment. Unless noted, the call rests on the fitted dose curve; in most records, active means well fitted curve in the direction sought with a large enough effect; inconclusive means small, poorly fitted or top-dose-only effect, or another doubt; inactive means no such curve, though single readings can be large; an effect the other way counts as inactive or inconclusive. Unless noted, on the % scale 0 is the no-effect control and ±100 the full control effect; potency means the concentration at half of the fitted maximal effect. An excerpt, so the mix of outcomes need not match the whole.

canonical_smiles	Tau fibril FP	RECQ1 helicase	TRb SRC2 PPI	JMJD2E inh	GoLoco inh red	Tau fibril ThT	L3MBTL1 inh	TexasRed fluor
CCCOC(=O)CCc1n[nH]c(=O)[nH]c1=O	-1%	-5%	-15%	2%	-3%	-3%	7%	-1%
Cc1ccc(N(CC(C)C)S(=O)(=O)c2nnc(NC(=O)c3ccco3)s2)cc1	-8%	x	-3%	x	x	5%	x	0%
Cc1ccc(C(=O)NCC(=O)OCC(=O)c2cc(C)n(Cc3ccco3)c2C)cc1	6%	-6%	-3%	-4%	x	-14%	-13%	-1%
COc1ccc(NC(=O)C2CCCN2S(=O)(=O)c2ccc(C)cc2)cc1 (centres undefined)	-7%	i	3%	9%	3%	-18%	x	0%
COC(=O)c1ccccc1NC(=O)c1nc2nc(C)cc(C(F)F)n2n1	9%	-5%	6%	-8%	8%	-10%	x	1%
CCOC(=O)C1=C(C)N(c2ccccc2)C(=O)NC1c1cccc([N+](=O)[O-])c1 (centres undefined)	2%	-1%	15%	1%	-2%	-16%	7%	0%
Cc1ccccc1NS(=O)(=O)c1ccc(OCC(=O)NCc2cccnc2)cc1	1%	-12%	4%	5%	13%	2%	2%	1%
O=C(COC(=O)C1(c2ccccc2F)CCCC1)N1CCN(C(=O)c2ccco2)CC1	3%	-8%	-2%	-3%	6%	-1%	3%	-1%
CCOC(=O)N1CCC(N2C(=O)c3ccccc3C2Nc2ccc(Cl)cn2)CC1 (centres undefined)	6%	-4%	-3%	-3%	0%	-20%	x	2%
Cc1cc(C)n(C(=O)c2ccc([N+](=O)[O-])cc2[N+](=O)[O-])n1	4%	-8%	-3%	3%	-6%	4%	-2%	-1%
O=C(COc1cccc(C(F)(F)F)c1)N1CCN(c2ccc(O)cc2)CC1	7%	-5%	-2%	u	-5%	u	-23%	-2%
CN(NC(=O)c1ccccc1)c1nc2ccccc2nc1C(F)(F)F	7%	12%	1%	-8%	-6%	-7%	10%	-5%
CCOC(=O)N1CCN(c2cc3[nH]c(=S)[nH]c3cc2F)CC1	0%	i	-2%	u	-6%	u	4%	-1%
N#Cc1c(N)nc2c(c1N)CC(COc1ccccc1)O2 (centres undefined)	-5%	-3%	5%	13%	-1%	-1%	0%	-5%
CO/N=C/C(C#N)c1ncc(C(F)(F)F)cc1Cl (centres undefined)	-3%	3%	6%	-8%	16%	u	2%	0%
Cc1cccc(C)c1OCC(=O)N=Nc1c(O)[nH]c2ccc(Br)cc12	-12%	6%	5%	-1%	-3%	u	x	-3%
CN1CCN(C(=O)C23CCC(C)(c4nc5ccccc5nc42)C3(C)C)CC1 (centres undefined)	2%	-3%	-21%	1%	-5%	-3%	-5%	0%
COc1ccc(C)cc1Nc1nc2c(S(=O)(=O)c3cc(C)ccc3C)nnn2c2ccsc12	3%	x	-13%	x	x	-5%	x	-4%
Clc1cccc(CSc2nccn2-c2ccccc2)c1	-4%	i	-14%[53 µM]	3%	-12%	2%	-29%	1%[53 µM]
CC1CN(c2ncnc3c2cnn3-c2ccc(Cl)cc2)CC(C)O1 (centres undefined)	-1%	-2%	-13%	1%	-5%	-17%	x	1%
COc1c(Cl)cc(C(=O)N(Cc2ccc(C)o2)C2CCS(=O)(=O)C2)cc1Cl (centres undefined)	-9%	x	2%	x	x	-15%	x	-13%
COc1ccc(OC)c(NC(=O)CSC2=Nc3ccccc3C3=NC(CC(=O)NCCc4ccccc4)C(=O)N23)c1 (centres undefined)	6%	x	-2%	x	x	-4%	x	-3%
CCOc1ccc(N(CC(=O)Nc2c(C)cccc2C)S(=O)(=O)c2c(C)[nH]c(=O)[nH]c2=O)cc1	3%	-15%	-4%	-6%	3%	x	x	-3%
Cc1ccc(Nc2nc(CSc3nnnn3-c3ccccc3)cs2)cc1	13%	-8%	-2%	-2%	4%	u	x	0%
O=C(O)C1C2C=CC(C2)C1C(=O)Nc1ccc2c(c1)OCCO2 (centres undefined)	2%	-7%	5%	-1%	0%	-10%	-6%	-7%
COc1ccc(OC)c(N2CC(O)(c3ccccc3)[N+]3=C2SCCC3)c1 (centres undefined)	4%	-4%	0%	0%	3%	2%	x	0%
CCOc1ccc(-c2cn3c(n2)sc2cc(C(=O)NCCCN4CCCCCC4)ccc23)cc1	-4%	x	-1%	x	x	9%	x	-13%
O=C(Cn1ccc2cc(S(=O)(=O)N3CCCCC3)ccc21)NCCc1ccc(Cl)cc1	-14%	x	-3%	x	x	2%	x	-2%
Cc1ccc(C)n1-c1ccccc1N1CCCCC1	-5%	i	1%	-6%	0%	-9%	-3%	0%
CCNc1nc(NCC)n2c(SCC(=O)Nc3ccc(F)cc3[N+](=O)[O-])nnc2n1	-1%	i	4%	6%	4%	-12%	-6%	-1%
CCc1ccc2[nH]c(=O)c(CN(CCN(C)C)C(=O)Nc3ccccc3OC)cc2c1	-1%	18%	4%	-12%	7%	-4%	1%	2%
Cc1csc2ncc(C(=O)Nc3ccc(C(F)(F)F)cc3)c(=O)n12	0%	12%	2%	u	0%	0%	-1%	-4%
Cc1cccc(-n2c3nc(=O)n(C)c(=O)c-3cc3c(C)nn(-c4ccccc4)c32)c1C	-3%	x	1%	x	x	-9%	x	0%
Cc1ccc2c(=O)c(C(=O)c3ccc(F)cc3)cn(CC(=O)NCc3ccccc3Cl)c2n1	-7%	x	2%	x	x	1%	x	-4%
O=C(Oc1cc2oc(=O)c3c(c2cc1Cl)CCCC3)c1ccco1	4%	-11%	10%	u	8%	u	15%	2%
Cc1cc(NC(=O)CSc2nncn2N)no1	8%	-3%	-6%	9%	8%	-4%	x	-1%
O=C(CSc1nnc2sc3ccccc3n12)NCc1ccco1	-2%	-3%	-14%	2%	12%	-12%	5%	-1%
CCOc1ccc(-n2c(=O)cc(N3CCN(c4ccccc4)CC3)[nH]c2=O)cc1	2%	-15%	-14%	2%	12%	-14%	-4%	4%
NS(=O)(=O)c1ccc(NC(=O)COC(=O)CCC2CCCCC2)cc1	-1%	-15%	-3%	4%	-18%	-7%	11%	u
Cc1[nH]c2ccc(-c3nnc(SCC(=O)c4ccccc4F)o3)cc2c1C	-8%	-8%	-1%	0%	x	-14%	-5%	-6%
Cc1ccc(Nc2nc(CSc3n[nH]c(N)n3)cs2)cc1	1%	-6%	1%	0%	11%	u	-10%	0%
CCN(CC)CCCNC(=O)C(C)n1nc(C)c2sc3ccccc3c2c1=O (centres undefined)	-9%	-1%	-9%	u	9%	-7%	x	-1%
N#Cc1cnc(NOCc2ccc(Cl)cc2)nc1	3%	-15%	-3%	14%	11%	-7%	-1%	-1%
CCOC(=O)c1c(-c2ccc(OC)cc2)csc1NC(=O)CSc1nnc(C)c(=O)[nH]1	-1%	13%	-4%	-16%	12%	-11%	-4%	2%
COc1ccc(C(=O)Nc2cc(C)cc(C)c2)cc1S(=O)(=O)N1CCOCC1	-4%	-10%	-7%	-2%	8%	-16%	-2%	-3%
C/C=C/C=N/Nc1nc(C)cc(=O)[nH]1	2%	0%	1%	-6%	4%	11%	10%	0%
COc1ccc(C2C3=C(CC(C)(C)CC3=O)Oc3ncn(CC(C)C)c(=N)c32)cc1 (centres undefined)	0%	-5%	-6%	1%	6%	-2%	-9%	-1%
Cn1c(Cn2c(=O)sc3ccccc32)nnc1SCc1cccc(F)c1	5%	i	1%	5%	6%	4%	14%	-4%
O=C1C(C=NCCN2CCOCC2)=C(O)c2ccccc21	2%	3%	2%	-4%	6%	-13%	3%	0%
CCc1nc(Oc2cccc(F)c2)c2oc3ccccc3c2n1	-7%	x	-7%	x	x	0%	x	0%
CC(CCc1ccccc1)NC(=O)Cn1ncc2c3ccccc3n(Cc3ccccc3)c2c1=O (centres undefined)	u	x	4%	x	x	6%	x	-2%
NC(=O)c1ccccc1Nc1nc2nc3ccccc3c(=O)n2cc1Br	7%	-10%	1%	u	4%	x	x	-4%
Cc1nc2ncccn2c1-c1csc(Nc2ccc(O)cc2)n1	7%	-1%	4%	u	-3%	10µM*	-21%	-3%
CN(C)c1ccc(C2CC(c3c(O)n(C4CCCCC4)c(=O)[nH]c3=O)=Nc3ccccc3S2)cc1 (centres undefined)	6%	x	-8%	x	x	2%	x	-1%
Cc1csc(=O)n1CCC(=O)O	-1%	-14%	-12%	1%	-4%	3%	5%	0%
COc1ccc(Cn2nnnc2C(c2cc3cc(C)ccc3[nH]c2=O)N2CCOCC2)cc1 (centres undefined)	-15%	-5%	-7%	u	-18%	u	26%	-8%
Cc1nc2ccccc2n1CCc1nc2c3ccccc3nc(SCc3cccc(F)c3)n2n1	-2%	x	5%	x	x	-16%	x	-1%
COc1ccc(Cl)cc1NC(=O)Cn1cnc2sc(C)c(S(=O)(=O)N3CCN(c4ccccc4OC)CC3)c2c1=O	-4%	x	1%	x	x	-3%	x	0%
O=C(Nc1ccccn1)C(=O)N1CCCCC1	0%	-2%	3%	2%	-3%	0%	10%	-3%

From PubChem BioAssay
